uPA surface inh = inhibitors of cell surface uPA generation | cell surface uPA generation assay, qHTS | Potency, µM (doses to about 38.3 µM), inactives show at the top dose activity change, negative = inhibition, most hits filed as inhibitors | actives 0.31% (n = 330,000) | AID 540303; active = well fitted inhibition curve with a large enough effect; inconclusive = small, poorly fitted or top-dose-only effect; inactive = no such curve, though single readings can be large or run the other way; tested in mouse RAW 264.7 cells; note: potency is the fitted concentration of half-maximal effect; % is set by controls: 0 for no effect and ±100 for the full control effect; nearly all actives have a fitted effect of over 55% in size
B2AR arrestin = beta2AR (human) beta-arrestin recruitment activity. P07550. actives 0.02% (n = 330,000). beta-arrestin recruitment to beta2AR, cell-based reporter. Potency, µM (doses to about 46.1 µM), for inactives: at the highest dose activation, usual class: activators;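 note: potency is the fitted concentration of half-maximal effect; 0% = DMSO controls and full agonism = EC100 isoproterenol or metaproterenol; nearly all actives have a fitted effect of over 65% in size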
Target sequence (P07550 whole entry, looked up): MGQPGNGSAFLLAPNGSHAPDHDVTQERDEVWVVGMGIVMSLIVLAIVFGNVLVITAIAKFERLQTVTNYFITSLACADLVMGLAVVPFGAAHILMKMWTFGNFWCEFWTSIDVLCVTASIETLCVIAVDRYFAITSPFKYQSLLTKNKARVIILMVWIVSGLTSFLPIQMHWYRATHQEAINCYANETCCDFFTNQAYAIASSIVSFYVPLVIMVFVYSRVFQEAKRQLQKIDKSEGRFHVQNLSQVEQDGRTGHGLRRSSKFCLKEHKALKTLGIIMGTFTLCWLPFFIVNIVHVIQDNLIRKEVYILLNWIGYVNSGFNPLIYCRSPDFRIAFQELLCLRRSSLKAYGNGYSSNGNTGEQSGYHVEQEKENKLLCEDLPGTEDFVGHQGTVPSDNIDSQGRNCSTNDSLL
TCR act = activates T cell receptor signaling. primary human leukocytes, anti-CD3, IL-2 HTRF, 48 h. Potency, µM (top dose mostly 9.22 µM), for the others: top-dose activation of IL-2 secretion, usual class: activators. 330,000 tested, under 10 active. AID 504894; note: % of control where 0% means no effect
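Primary human leukocytes receive a-CD3 beads and test compound and are incubated 48 hr. Secreted IL-2 is then assayed by HTRF, measuring 665nm acceptor emission after 320nm excitation of the europium donor.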
Tb PFK block = blocks T. brucei phosphofructokinase; AID 485367; O15648; Potency, µM (highest dose often 57.5 µM), inactives show at the top dose activity, negative = inhibition, usual class: inhibitors; actives 0.17% (n = 330,000); T. brucei PFK, ADP-Glo luminescence;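 note: potency is the fitted concentration of half-maximal effect; 0% = uninhibited 1x PFK enzyme wells and -100% = no-enzyme wells; nearly all actives have a fitted effect of over 60% in size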
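Activity is normalized to no-enzyme wells (full inhibition) and 1.25 nM enzyme wells (no inhibition). Reaction: 0.5 mM F6P, 0.1 mM ATP, 45 min RT, ADP-Glo luminescence; concentration-response curves fitted and classed by quality.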
Mito fusion act = mitochondrial division inhibition or fusion activation. S. cerevisiae fusion-defective mutant growth rescue, CellTiterGlo 48 h. Potency, µM (series often up to 46.1 µM), for the others: at the top dose growth rescue (activation), usual class: activators. actives 0.23% (n = 320,000). AID 485298;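 note: potency is the fitted concentration of half-maximal effect; % of control where 0% means no effect; nearly all actives have a fitted effect of over 45% in size; temperature-sensitive fusion mutants such as fzo1-1 at 37 °C on non-fermentable ethanol glycerol medium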
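S. cerevisiae fusion-defective temperature-sensitive mutants (e.g. fzo1-1, mgm1-5) grown 48 h at 37C in YPEG (ethanol/glycerol non-fermentable) medium with 23 nl compound per well; growth rescue read as CellTiterGlo luminescence.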
Eya2 phos inh = blocks the phosphatase activity of human Eya2 | O00167 | recombinant Eya2, OMFP fluorescence dephosphorylation (OMFP is methylfluorescein phosphate) | Potency, µM (series often up to 76.9 µM), without a hit: top-dose activity, negative = inhibition, actives largely listed as inhibitors | actives 0.006% (n = 330,000) | AID 488837; note: potency is the fitted concentration of half-maximal effect; % is set by controls: 0 for no effect and ±100 for the full control effect
Target sequence (O00167 whole entry, looked up): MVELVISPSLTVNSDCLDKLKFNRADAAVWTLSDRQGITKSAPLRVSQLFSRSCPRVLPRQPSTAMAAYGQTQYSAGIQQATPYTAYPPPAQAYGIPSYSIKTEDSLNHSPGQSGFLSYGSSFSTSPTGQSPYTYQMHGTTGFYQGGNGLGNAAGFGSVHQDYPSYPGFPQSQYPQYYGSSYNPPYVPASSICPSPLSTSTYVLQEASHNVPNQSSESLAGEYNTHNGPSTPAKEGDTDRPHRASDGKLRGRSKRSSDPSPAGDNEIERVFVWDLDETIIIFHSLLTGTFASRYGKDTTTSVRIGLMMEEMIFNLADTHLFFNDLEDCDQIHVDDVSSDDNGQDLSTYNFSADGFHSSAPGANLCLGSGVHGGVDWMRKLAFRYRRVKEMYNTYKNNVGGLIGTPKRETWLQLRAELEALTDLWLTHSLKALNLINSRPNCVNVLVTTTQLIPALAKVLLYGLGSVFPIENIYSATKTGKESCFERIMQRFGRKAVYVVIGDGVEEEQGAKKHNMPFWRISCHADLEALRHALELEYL
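Eya2 (0.2 uM) preincubated 10 min at ambient with compound, then OMFP substrate added at 50 uM; 10 min reaction in 50 mM HEPES pH 7.5, 50 mM NaCl, 5 uM MgCl2, 0.05% BSA, 1 mM DTT. Fluorescence read at Ex 485/Em 525 nm.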
PTAP TSG101 blk = blocks PTAP/TSG101 interaction to inhibit HIV-1 budding; Fluorescence polarization, FITC-PTAP peptide / Tsg101 binding; Potency, µM (doses to about 115 µM), for the others: at the highest dose activity change, negative = inhibition, hits mostly inhibitors; 340,000 tested, under 10 active; AID 493005; active = well fitted inhibition curve with a large enough effect in the main read-out, with a control signal flat, not every such curve was filed as active; inconclusive = small, poorly fitted or top-dose-only effect, or effect the other way, or a change in a side signal; inactive = no such curve, though single readings can be large or run the other way; note: potency is the fitted concentration of half-maximal effect; % of control where 0% means no effect
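Steps: Tsg101 binding domain dispensed (10 uM final), compounds pinned in DMSO, FITC-labeled PTAP-motif peptide added (50 nM final); after 20 min binding at room temperature, polarization measured.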
BCR signal inh = inhibitors of chronic active B-cell receptor signaling | actives 0.05% (n = 340,000) | ABC-DLBCL IkBa-CBG/CBR reporter, luminescence ratio, 4 h | Potency, µM (series often up to 46.1 µM), for inactives: at the top dose ratio change, negative = lower green/red ratio, usual class: inhibitors; active = well fitted inhibition curve with a large enough effect in the signal ratio, with a control signal flat, not every such curve was filed as active; inconclusive = small, poorly fitted or top-dose-only effect, or effect the other way, or a change in a side signal; the % refers to the signal ratio;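 note: potency is the fitted concentration of half-maximal effect; plate controls were basal doxycycline-induced cells for no effect and cells given 10 µM MG132 for full effect; MG132 reads +100%, hits lower the ratio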
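Cell line TMD8 (human ABC DLBCL), stably expressing tet-inducible CBG68-IkBa fusion and CBR; IMDM/0.5% FBS; cpd up to 46 uM; dox induction, 4 h, 37C/5% CO2; dual luminescence; green/red ratio; MG132 control.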
ELG1 DNA repair = blocks ELG1-dependent DNA repair in HEK293T cells; HEK293T ELG1-luciferase reporter, luminescence, 16 h; DNA damage induced by 5-fluorouridine; Potency, µM (titrated, usually from 46.1 µM), inactives show at the top dose activity change, negative = inhibition, usual class: inhibitors; actives 2.3% (n = 330,000); note: potency is the fitted concentration of half-maximal effect; % is set by controls: 0 for no effect and ±100 for the full control effect; nearly all actives have a fitted effect of over 55% in size
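Cells (2,000 per well) received 5-fluorouridine plus test compound or DMSO and were incubated 16 hr at 37 °C, 5% CO2. Luciferase activity was read by luminescence 30 min after ONE-Glo addition; signal suppression marked inhibition of damage-induced ELG1 function.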
TSHR antagonist = antagonists of human thyroid stimulating hormone receptor | P16473 | TSHR-expressing cells, TSH-stimulated cAMP HTRF, 2 h; active compounds read low | activity change, negative = inhibition, % at 11.5 µM | actives 0.2% (n = 330,000) | AID 504810;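 active = activity change below a set negative limit, meaning inhibition stronger than a set level, cut at about -70% in these data; inconclusive = activity change between two set negative limits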; note: % is set by controls: 0 for no effect and ±100 for the full control effect
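Cell-based HTRF cAMP assay; TSHR cells + compound, TSH EC80 (4nM final), 2 h, 37 deg C. Lysis with anti-cAMP cryptate and cAMP-d2, 30 min RT, read 665/620 nm.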
USP2a block = inhibitors of human ubiquitin-specific protease USP2a | actives 0.01% (n = 330,000) | USP2 core, Ub-CHOP2 coupled fluorogenic reporter, 485/531 | O75604 | Potency, µM (series often up to 38.3 µM), without a hit: at the highest dose activity change, negative = inhibition, usual class: inhibitors;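 note: potency is the fitted concentration of half-maximal effect; plate controls were DMSO wells for no effect and full inhibition by NEM control for full effect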
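USP2 core (10nM final) preincubated 30min RT with compound in 20mM Tris-HCl pH 8.0, 2mM CaCl2, 2mM beta-mercaptoethanol, 0.05% CHAPS; 25nM Ub-CHOP2 plus 25nM reporter substrate added, fluorescence (Ex485/Em531) read after 60min.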
Numbers without * were called inactive; u = inconclusive; x = not tested or not shown; & = joins results of further samples; [ ] = dose if it differs, or a comment. Unless noted, calls come from the whole dose curve; as a rule, active = well fitted curve in the direction sought with a large enough effect; inconclusive = small, poorly fitted or top-dose-only effect, or another doubt; inactive = no such curve, though single readings can be large; an effect the other way counts as inactive or inconclusive. Rows are unselected (roughly 3% active in at least one column).

SMILES | uPA surface inh | B2AR arrestin | TCR act | Tb PFK block | Mito fusion act | Eya2 phos inh | PTAP TSG101 blk | BCR signal inh | ELG1 DNA repair | TSHR antagonist | USP2a block
C/C(=N/NC(=O)c1ccco1)c1cccnc1 | 18% | -0.2% | 8% | 0% | 2% | -7% | -1% | u | u | 2 | 0%
O=C(Nc1ccc(NC(=O)c2ccco2)nc1)c1cccnc1 | -10% | 0.5% | -4%[46.1 µM] | 0% | 0% | -4% | 1% | u | u | 17 | -2%
COc1ccccc1C(=O)OCC(=O)NCCNC(=O)COC(=O)c1ccccc1OC | 6% | 0.1% | -3% | 6% | 4% | 4% | x | 1% | 7% | 22 | 1%
CC(C)Cn1c(-c2ccc(Br)cc2)c[nH]c1=S | 4% | 0.7% | 1% | -17% | 23% | 3% | -1% | 3% | -3% | -23 | 4%
COc1ccc(S(=O)(=O)n2ccc(C)n2)cc1C | 8% | 0.1% | x | -1% | 3% | -3% | -3% | u | -2% | 2 | 3%
CCc1ccccc1N(CC(=O)NC(C)(C)C)C(=O)CCC(=O)Nc1ccccn1 | 2% | -0.6% | x | 4% | 0% | 7% | -6% | -1% | -2% | -1 | 1%
Cc1onc(-c2ccccc2)c1C(=O)N/N=C/c1c(F)cccc1Cl | 0% | 0.3% | 22% | -14% | 4% | 4% | -5% | -5% | 10% | -1 | -1%
COc1cc(/C=C/C(=O)OCC(=O)Nc2c(C)n(C)n(-c3ccccc3)c2=O)ccc1OCC#N | 14% | 0.0% | 0% | -3% | -12% | -27% | -3% | -4% | 11% | -2 | 0%
COc1cc(NC(=O)COC(=O)CNS(=O)(=O)c2ccc(F)c(F)c2F)cc(OC)c1 | 5% | -1.0% | 3%[46.1 µM] | 3% | -4% | -12% | -2% | 4% | 10% | -5 | 2%
C/C(Cc1ccccc1)=N\NC(=O)CNC(=O)COc1ccccc1 | 4% | -0.3% | 5% | -1% | -6% | -4% | 0% | 2% | -11% | -6 | 2%
O=C1c2ccccc2C(=O)N1Cc1ccc2c(c1)OCO2 | x | -0.3% | 1% | -3% | 5% | -4% | -2% | -20% | 22% | -17 | 3%
O=C(O)CN1C(=O)CC(Cc2ccccc2)C1=O (configuration not stated) | -1% | -0.7% | -12% | 4% | -2% | -8% | -3% | 1% | 0% | 0 | -1%
CC1(C)NC(=O)N(CC(O)COc2ccc(-c3ccccc3)cc2)C1=O (configuration not stated) | 0% | -0.3% | -2% | 0% | 2% | -5% | -3% | 5% | 0% | 2 | -1%
O=C1CCCN1c1nccs1 | 7% | 0.3% | -11% | 0% | 2% | -2% | -5% | -3% | 18% | -6 | 3%
CCOc1ccc2nc(NC(=O)c3ccoc3C)sc2c1 | -10% | 0.0% | 1% | -24% | -14% | 1% | -1% | u | u | 11 | -6%
O=c1c(-c2ccc(Cl)cc2)coc2c(CN3CCCCC3)c(O)ccc12 | 0% | 0.1% | x | -4% | 0% | -28% | 0% | 3% | 16% | -4 | 0%
COc1cccc(N2CC(=O)N(c3cccc(OC)c3)CC2=O)c1 | 11% | 0.0% | 11% | 2% | -6% | 3% | -1% | 5% | 0% | -2 | -2%
O=C(CN1CCCC1)OCCCC1CCCCC1 | 8% | -0.3% | 8% | -3% | -3% | -30% | -1% | 3% | -11% | -7 | 0%
COCCOC(=O)C1=C(C)NC(=O)NC1c1ccc(-c2ccc(F)cc2)o1 (configuration not stated) | 2% | 0.1% | -3% | -6% | 10% | 0% | -3% | u | -7% | 4 | 0%
COc1cc2c(c(OC)c1OC)-c1c(cc(OC)c(OC)c1OC)C[C@](C)(O)[C@@H](C)C2 | u | -0.2% | 0% | 0% | -8% | 0% | -2% | -6% | 13% | -3 | 0%
COc1cccc(-c2ccc3ncnc(NCc4cccc(C)c4)c3c2)c1 | 6% | 0.2%&0.1% | 10% | 0%&0% | 23%&22% | 2%&1% | -2% | u | 16µM* | -9&-7 | 1%&-1%
O=C(O)Cn1nnc2ccccc21 | -1% | -0.7% | -11% | 0% | -2% | 2% | -3% | 4% | 4% | 3 | 9%
COc1ccc(CC(=O)Oc2ccc(C)cc2C)cc1 | 6% | -0.7% | 8% | -2% | -8% | 4% | 0% | 4% | 1% | -10 | -2%
COc1ccccc1NC(=O)c1sc2nc3n(c(=O)c2c1C)CCC3 | 6% | -0.7% | 3% | -7% | 10% | 10% | -4% | 2% | 0% | -9 | 1%
NC(=O)CSc1nnc(-c2ccncc2)o1 | 20% | 0.2% | -2% | -1% | 3% | 0% | -11% | 0% | 6% | 2 | 2%
O=C(NC1CC1)c1sc2cc(F)ccc2c1Cl | -27% | 0.0% | 2% | 1% | 7% | 7% | -7% | -1% | u | -11 | -2%
CCCS(=O)(=O)c1ccc(COC(=O)c2cccc(NC(=O)C(C)C)c2)cc1 | -7% | -0.1% | -2% | -1% | 1% | -6% | 1% | u | u | -4 | -1%
O=C(CCN1CCCC1=O)NC1CCCc2c1cnn2-c1ccccc1F (configuration not stated) | 3% | 0.4% | -6% | 2% | -3% | 8% | -1% | 0% | 1% | -3 | -1%
CCOC(=O)c1cc2c(=O)[nH]c(C(Cl)(Cl)Cl)nc2o1 | 1% | 0.2% | 2% | 2% | -9% | -5% | -5% | u | 0% | 12 | -1%
COc1ccc(CCNc2oc(-c3ccc(C)cc3)nc2C#N)cc1OC | 13% | 0.2% | 6% | 0% | 0% | -23% | 0% | -1% | -16% | 3 | 0%
CC(C)CCNc1nc2ccccc2nc1NS(=O)(=O)c1cccs1 | -2% | -1.7% | 1% | 2% | 5% | -21% | -8% | 17% | u | 1 | 3%
Cc1nc2ccc(NC(=O)CSc3nnc(C)s3)cc2[nH]1 | 5% | -0.2% | -4% | 0% | -3% | -16% | 0% | -1% | 11% | -1 | -2%
CN(C)CCOC(=O)c1sc2ccccc2c1Cl | 7% | -0.6% | x | -2% | -4% | -5% | -2% | 0% | 1% | 10 | 1%
O=C1NCCN(Cc2ccc(Cl)c(F)c2)C1CC(=O)N1CCc2ccccc2C1 (configuration not stated) | -3% | -0.8% | 0% | 0% | 1% | 0% | -4% | -3% | 9% | -1 | -7%
COC(=O)c1c(C)[nH]c(C(=O)COC(=O)CCNS(=O)(=O)c2cccc(C(F)(F)F)c2)c1C | -10% | 0.1% | 0% | 2% | -3% | -11% | -4% | -13% | 4% | 7 | 1%
CN(C)c1ccc(C(=O)N=c2sccn2C)cc1[N+](=O)[O-] | 0% | -0.6% | 1% | 0% | 0% | 5% | -1% | -16% | u | 4 | 0%
O=C(O)c1ccccc1-c1ccccc1C(=O)NCc1cccc(C(F)(F)F)c1 | 0% | -0.5% | 1% | -6% | 1% | 1% | -2% | 3% | -8% | 8 | -2%
Cc1ccc(C)c(S(=O)(=O)N2CCN(c3ncccn3)CC2)c1 | 5% | -0.9% | -2% | 0% | 4% | 3% | 1% | 0% | u | 7 | 4%
C[C@H](CO)N1C[C@H](C)[C@@H](CN(C)CC2CC2)Oc2c(NS(=O)(=O)c3ccccc3)cccc2C1=O | -10% | 3.4% | 1% | 6% | x | -18% | -4% | 0% | 18% | -4 | 1%
Fc1ccc(NC(=S)Nc2ccc(Cl)cc2)cc1 | -3% | -0.3% | 2% | -12% | -7% | -3% | 1% | -20% | u | 3 | -3%
COc1ccc(C(=O)N2CC(=O)Nc3ccccc32)cc1S(=O)(=O)N1CCCC1 | -4% | -0.1% | 1% | 2% | -1% | 9% | 0% | -3% | 15% | -3 | 2%
Cc1c(CC(Cl)(Cl)Cl)c2c(n1O)CC(C)(C)CC2=O | -6% | 3.3% | 0%[46.1 µM] | -2% | 0% | -1% | -1% | u | -13% | -5 | 3%
Cc1cc(NC(=O)CSc2ccc(-c3ccc4c(c3)OCO4)nn2)no1 | x | -0.2% | x | -6% | 2% | -6% | x | -5% | u | -3 | 3%
FC(F)(F)c1cnc2c(-c3ccc(Cl)cc3Cl)noc2c1 | 8% | 0.1% | 7% | -3% | -1% | -22% | -4% | u | 0% | 3 | -7%
O=C(c1ccc([N+](=O)[O-])cc1)N1CCN(Cc2ccccc2)CC1 | 5% | -0.7% | 6%[46.1 µM] | 7% | -1% | -8% | 0% | 3% | -1% | 46 | 5%
Cc1cccc(NC(=O)COc2coc(CN3CCN(c4ccccc4)CC3)cc2=O)c1 | -11% | 0.2% | 7% | 0% | 11% | 19% | 1% | -11% | -17% | -11 | 0%

Bioassay records (PubChem BioAssay)
